Bioassay records (PubChem BioAssay)
CSN inh – blocks human CSN-mediated cullin deneddylation. Q92905. Purified CSN, SCF-Nedd8-OG deneddylation, fluorescence polarization. inhibition, % at 12.5 µM. 360,000 tested, 0.38% active;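 active = pattern-corrected inhibition above about 35%, with an unprinted fluorescence ratio check between 0.5 and 1.5, limit read from the data, passing the limit was not always enough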;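 note: 0% = enzyme with substrate and 100% = substrate without enzyme; some results filed as inactive read as strong as hits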
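Schedule: reaction 90 min, room temperature / Assay system: HEK293T-derived human Csn5 enzyme / Input: Csn5 at 0.24 nM final / Measure: inhibition of Csn5 cleavage, % / Control set: substrate-only high control, full reaction low control / Technique: fluorescence polarization of the substrate / Buffer or medium: Tris/NaCl/DTT buffer, pH 7.5 / Reagent: SCFSkp2-Nedd8OG substrate at 10 nM final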
DNMT1 inh – inhibitors of human DNMT1 | P26358 | 360,000 tested, 0.83% active | inhibition (reported as % activation of signal), % at 10 µM | DNMT1 molecular beacon, Hinp1I cleavage, fluorescence | AID 588458; in the data active = inhibition above about 50%
STEP block – STEP (human) phosphatase inhibition; P54829; recombinant STEP, OMFP fluorogenic substrate, fluorescence; inhibition, % at 20 µM; 360,000 tested, 0.25% active;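 active = inhibition at 20 µM, scaled per plate between control wells, above about 37%, limit read from the data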;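 note: 0% = DMSO with enzyme and substrate and 100% = substrate only without enzyme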
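System: STEP (striatal-enriched tyrosine phosphatase) enzyme, cell-free; medium: Bis-Tris pH 6.0 buffer with DTT, detergent; dosing: 20 µM, 1% DMSO; times: reaction 20 min, ambient temperature; detection: fluorescence, 480/540 nm; read-out basis: normalized % inhibition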
PABP1 MLLE inh – inhibitors of microRNA-mediated deadenylation, human PABP1 MLLE binding; P11940; GST-MLLE / FITC-PAM2 fluorescence polarization; inhibition, % at 20 µM; 360,000 tested, 0.36% active; in the data active = inhibition above about 35%, passing the limit was not always enough;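 note: plate controls were DMSO wells with GST-MLLE for no effect and wells lacking GST-MLLE protein for full effect; some results filed as inactive read as strong as hits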
Target sequence (P11940 whole entry, looked up): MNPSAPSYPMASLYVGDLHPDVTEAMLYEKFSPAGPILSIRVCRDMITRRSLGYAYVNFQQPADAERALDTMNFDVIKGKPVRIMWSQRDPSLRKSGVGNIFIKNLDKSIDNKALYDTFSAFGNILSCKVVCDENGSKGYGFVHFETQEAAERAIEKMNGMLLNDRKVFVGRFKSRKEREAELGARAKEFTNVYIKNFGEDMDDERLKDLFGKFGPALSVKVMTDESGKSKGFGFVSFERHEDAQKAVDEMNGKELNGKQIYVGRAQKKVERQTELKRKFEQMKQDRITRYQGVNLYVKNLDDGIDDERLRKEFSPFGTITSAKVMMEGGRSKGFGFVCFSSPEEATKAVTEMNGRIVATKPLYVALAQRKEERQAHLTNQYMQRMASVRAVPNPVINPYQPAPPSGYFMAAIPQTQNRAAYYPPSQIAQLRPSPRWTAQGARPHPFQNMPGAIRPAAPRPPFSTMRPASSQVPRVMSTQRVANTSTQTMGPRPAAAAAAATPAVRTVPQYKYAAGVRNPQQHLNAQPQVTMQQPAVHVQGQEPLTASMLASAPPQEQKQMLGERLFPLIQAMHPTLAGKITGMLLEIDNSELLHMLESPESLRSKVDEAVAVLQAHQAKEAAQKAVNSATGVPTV
SUMO1-SIM PPI – alters human SUMO1 binding to SIM partners. P63165. SUMO1 binding to a labelled peptide, TR-FRET, 1 h. inhibition, % at 20 µM. 360,000 tested, 0.33% active. AID 602429; in the data active = inhibition above about 37%
Target sequence (P63165 whole entry, looked up): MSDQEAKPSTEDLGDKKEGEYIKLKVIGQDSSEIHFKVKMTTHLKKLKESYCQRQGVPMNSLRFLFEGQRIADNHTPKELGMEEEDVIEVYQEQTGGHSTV
NadD inh – inhibitors of Staphylococcus aureus NadD; purified NadD enzyme, colorimetric absorbance read-out; 360,000 tested, 0.78% active; inhibition, % at 20 µM; AID 602399; in the data active = inhibition above about 26%; note: some compounds past the cut are filed as inactive
Rpn11 block – inhibitors of human proteasome Rpn11. human 26S proteasome, Ub4-pepOG fluorescence polarization; 20S core pre-blocked with epoxomicin. calls only at 20 µM. 360,000 tested, 0.59% active;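 active = inhibition at 20 µM, scaled to each plate's controls, above about 33%, limit read from the data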
LMPTP inh – blocks human LMPTP phosphatase. recombinant LMPTP-A, OMFP fluorogenic substrate, fluorescence intensity. P24666. 360,000 tested, 0.22% active. inhibition, % at 20 µM;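 active = compounds that cut the enzyme signal by at least half of the control window in the single-dose screen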;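 note: plate controls were DMSO wells with enzyme plus substrate for no effect and substrate without enzyme for full effect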
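Buffer or medium: Bis-Tris pH 6.0, DTT, detergent; Assay system: LMPTP-A enzyme; Quantity: 0.625 nM enzyme; Detection: endpoint fluorescence intensity; Times: 50 min dark incubation at room temperature; Controls: substrate-only low control, DMSO enzyme-plus-substrate high control; Doses: single 20 µM dose; Read-out: percent inhibition versus substrate-only and uninhibited controls; Reagent: 400 µM OMFP.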
Tb MetRS inh – blocks T. brucei methionyl-tRNA synthetase activity; purified T. brucei MetRS, ATP depletion, Kinase-Glo luminescence; inhibition, % at 11.9 µM; 360,000 tested, 0.4% active; AID 624268;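 active = inhibition above a per-plate cutoff of the control wells' mean inhibition plus 3 SD, cut at about 5.5% in these data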;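 note: 0% = DMSO wells median and 100% = median of wells with control inhibitor compound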
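Test system – parasite MetRS enzyme · Reagent – substrates ATP, L-methionine and bulk Escherichia coli tRNA · Doses – 11.9 µM compound single dose, 0.9% DMSO · Times – 15 min enzyme-compound preincubation, 2 h reaction, 10 min detection, 25 °C · Signal – Kinase-Glo luminescence, ATP depletion format · Controls – DMSO-only wells as low control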
Scp-1 inhibitor – blocks human Scp-1 phosphatase activity; Recombinant Scp1, phosphopeptide, malachite green phosphate absorbance; inhibition, % at 20 µM; 340,000 tested, 0.88% active; AID 493091;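 active = inhibition above about 50% at 20 µM, limit read from the data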;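 note: plate controls were DMSO wells with enzyme for no effect and wells lacking enzyme for full effect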
Target sequence (Q9GZU7 76-261 limits assumed): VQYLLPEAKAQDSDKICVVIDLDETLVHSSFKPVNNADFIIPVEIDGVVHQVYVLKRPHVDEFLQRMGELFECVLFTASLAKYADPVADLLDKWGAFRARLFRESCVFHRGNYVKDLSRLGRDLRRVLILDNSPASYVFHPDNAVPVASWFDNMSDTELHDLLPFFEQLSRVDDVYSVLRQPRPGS
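Incubation: 45 min enzyme reaction at room temperature / System: truncated SCP-1 phosphatase (76-261aa) / Reagent: Phospho 17-mer peptide substrate / Buffer or medium: Acidic Tris acetate buffer with magnesium and detergent / Signal: absorbance at 630 nm / Doses: one concentration, 20 µM, with 1.0% DMSO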
Numbers without * were called inactive; i = inactive; x = no result given.

The line under a structure holds: CSN inh, DNMT1 inh, STEP block, PABP1 MLLE inh, SUMO1-SIM PPI, NadD inh, Rpn11 block, LMPTP inh, Tb MetRS inh, Scp-1 inhibitor
CC1Cc2nc(SCC(=O)N3CCCCC3)n(C)c(=O)c2S1 (stereo not drawn)
 : 1, 0, 3, -31, 3, 3, i, -1.7, 0.0, x
O=C(Nc1ncc(S(=O)(=O)c2ccc([N+](=O)[O-])cc2)s1)c1cccc2ccccc12
 : -3, -13, -2, 6, -2, 24, i, 1.2, 0.1, -13
COc1ccc(-c2cc3cccc(OC)c3oc2=O)cc1
 : 2, 0, 1, 6, -41, -7, i, 1.3, -1.4, -23
Cc1cccc(NC(=O)c2cc(NC(=O)C3CCCCC3C(=O)O)ccc2N2CCOCC2)c1 (stereo not drawn)
 : -3, 0, -1, -6, -2, -4, i, -0.3, -0.6, -5
Cc1ccc(NCc2nc3ccccc3n2C)cc1
 : -4, -4, -5, 9, -6, -3, i, 0.0, -0.6, -10
CCC(C(=O)NC1CCCC1)N(C(=O)Cn1nnc(-c2ccc(C)o2)n1)c1cnc2ccccc2c1 (stereo not drawn)
 : -1, -2, 1, 5, 2, -5, i, -0.3, -0.1, -14
COc1cc(/C=C(\C#N)C(=O)Nc2cccc3ncccc23)cc(OC)c1OC
 : -7, -10, -2, -38, -12, 4, i, 13, 0.1, -10
Cn1cnnc1SCC(C)(C)NS(=O)(=O)c1ccc(Cl)cc1
 : 5, 2, -2, -21, 2, 6, i, 0.5, -0.6, 0
CC(=O)c1ccc(N(C(=O)Cn2nnc(-c3ccccc3)n2)C(C(=O)NC2CCCCC2)c2ccccn2)cc1 (stereo not drawn)
 : -12, -1, 1, 8, 2, -3, i, -0.2, -0.6, -9
COC(=O)c1ccc(NS(=O)(=O)N(C)C)cc1
 : -4, -1, -1, -10, -1, -2, i, 1.5, -1.4, -1

(listing goes on)
The line under a structure holds: CSN inh, DNMT1 inh, STEP block, PABP1 MLLE inh, SUMO1-SIM PPI, NadD inh, Rpn11 block, LMPTP inh, Tb MetRS inh, Scp-1 inhibitor
Cn1c(=O)[nH]c(=O)c2c1nc(NN)n2CCOc1ccccc1
 : 10, 4, 1, -20, 8, 3, i, 1.7, 0.2, -3
CCOC(=O)C1CCN(C(=O)c2ccc3c(c2)OCCO3)CC1
 : 3, 0, 0, -2, 0, -5, i, -0.3, -0.3, -13
Clc1ccc2nc(SCc3nnc(-c4ccccc4)o3)[nH]c2c1
 : 3, -7, -2, -13, 3, 10, i, 1.6, 7.5*, -4
CCOc1cc(NC(=S)NCC2CCCO2)c(OCC)cc1NC(=O)c1ccc(OC)cc1 (stereo not drawn)
 : -3, 2, -4, -3, 1, -2, i, -1.7, -0.1, -3
CCC1(C)Cc2c(sc3nnn(CC(=O)Nc4ccccc4)c(=O)c23)CO1 (stereo not drawn)
 : -2, -2, 15, -5, -18, -4, i, -0.2, -0.9, -8
CCc1ccc(Nc2ncc3c(n2)CC(c2ccc(OC)cc2)CC3=O)cc1 (stereo not drawn)
 : -1, 7, -2, 6, 2, 16, i, 1.3, 0.0, 0
COc1ccccc1NC(=O)NC1(C(=O)N2CCCCC2)CCCCC1
 : 0, 3, 2, -2, 2, 4, i, -0.3, -1.1, 4
O=S1(=O)CCN(Cc2ccc(Cl)cc2)CC1
 : 0, -1, -1, 16, 2, -4, i, 0.1, -0.6, -5
COc1ccc(C(=O)NC(=S)Nc2ccccc2F)cc1
 : -15, 2, 1, 36, -1, 1, i, -0.2, -0.7, 1
COCCCC1CCN(C(=O)c2cc(COc3cc(C)ccc3C)on2)CC1
 : -5, -6, 0, 5, 5, -4, i, 2.5, 0.3, -7

(listing goes on)
The line under a structure holds: CSN inh, DNMT1 inh, STEP block, PABP1 MLLE inh, SUMO1-SIM PPI, NadD inh, Rpn11 block, LMPTP inh, Tb MetRS inh, Scp-1 inhibitor
Cc1nc(SCC(=O)Nc2ccccc2Cl)c2c(C)c(C)sc2n1
 : 3, 39, 6, 18, -10, -5, i, 1.4, -0.3, -1
CCOc1cc(C(=O)Nc2ccncc2)cc(OCC)c1OCC
 : -2, 2, 0, -10, -2, 0, i, -0.7, 0.9, -8
O=C(CCNC(=O)c1ccc([N+](=O)[O-])cc1)NC1CCCCC1
 : 0, -1, -1, -4, -28, -3, i, 0.5, -0.6, -5
COc1ccccc1-c1nnc(N(C)C(=O)C2CCCO2)s1 (stereo not drawn)
 : 1, 4, 2, -8, -2, 2, i, 0.4, -0.1, -10
CC1(C(=O)Nc2ccc3c(c2)OCO3)Cc2c(-c3ccccc3)ccnc2O1 (stereo not drawn)
 : -3, 3, 1, -11, 4, -5, i, -0.9, -0.3, x
COc1cc(/C=C/C(=O)N2CCCc3ccccc32)cc(OC)c1OC
 : -10, 6, 1, 1, -4, -6, i, -0.7, -0.5, -12
CCCOC(=O)C1=C(C)NC2=C(C(=O)CCC2)C1c1cc(OC)ccc1OC (stereo not drawn)
 : -2, 3, 2, -11, -6, -2, i, -2.0, -1.9, -4
CC(C)(C)OC(=O)N1CCN(C(=O)[C@H](Cc2ccc(O)cc2)n2cc(CCO)nn2)CC1
 : -5, 1, -1, 4, 3, 2, i, -0.6, -0.2, -5
CC12CN3CC(C)(CN(C1)C3c1cc3ccccc3[nH]1)C2=O (stereo not drawn)
 : -3, 2, 0, 17, 0, -4, i, -1.1, 0.6, -6
CCN(Cc1ccccc1)C(=O)CCS(=O)(=O)c1ccc2c(c1)CCN2C(C)=O
 : 2, 0, -1, 9, 0, -3, i, -1.6, -0.8, 1

Filtered by structure: the entries above containing a nitro group on carbon.
The line under a structure holds: CSN inh, DNMT1 inh, STEP block, PABP1 MLLE inh, SUMO1-SIM PPI, NadD inh, Rpn11 block, LMPTP inh, Tb MetRS inh, Scp-1 inhibitor
O=C(Nc1ncc(S(=O)(=O)c2ccc([N+](=O)[O-])cc2)s1)c1cccc2ccccc12
 : -3, -13, -2, 6, -2, 24, i, 1.2, 0.1, -13
O=C(CCNC(=O)c1ccc([N+](=O)[O-])cc1)NC1CCCCC1
 : 0, -1, -1, -4, -28, -3, i, 0.5, -0.6, -5

Later entries.
The line under a structure holds: CSN inh, DNMT1 inh, STEP block, PABP1 MLLE inh, SUMO1-SIM PPI, NadD inh, Rpn11 block, LMPTP inh, Tb MetRS inh, Scp-1 inhibitor
O=C(COC(=O)C1CCC1)NCc1ccccc1Cl
 : 5, 6, 1, 6, 0, 7, i, -1.3, -0.8, -2
COc1ccc(NC(=O)NC2CCCc3ccccc32)c(OC)c1 (stereo not drawn)
 : 3, 1, -2, 3, -3, -5, i, -1.1, -0.6, -2
O=C(c1ccccc1[N+](=O)[O-])N1CCN(Cc2ccc3c(c2)OCO3)CC1
 : 2, 2, -1, 5, -7, -3, i, -1.0, -0.6, 2
Cc1ccc(-c2cc3ccccc3nc2N2CCOCC2)cc1
 : 6, -5, 1, -9, 0, -2, i, 1.7, -0.1, 9
COc1ccc(C(C)=O)cc1CS(=O)(=O)CC(=O)O
 : -8, 4, 0, -1, 2, -2, i, 0.2, -0.8, 2
CCOc1ccccc1CN1CCC(n2nccc2NC(=O)CCCc2ccccc2)CC1
 : -2, 2, -1, -8, -1, -8, i, 0.1, -0.2, 1
O=C(COc1ccc(Cl)cc1Cl)Nc1ccc2nc3n(c(=O)c2c1)CCCC3
 : 8, -4, 7, -6, 8, -4, i, 2.3, -0.2, 6
O=C(c1ccc([N+](=O)[O-])cc1)N1C=CC(C(F)(F)F)=NCC1
 : -6, 2, -2, 1, -21, -8, i, -0.2, -0.4, 8
OCCNCCOc1ccc(Cl)c(Cl)c1
 : -4, 10, -2, 13, -3, -3, i, -1.5, -0.1, -7
CSc1nc2ccsc2c(=O)n1-c1ccccc1
 : 2, 0, -1, 5, -1, 1, i, 1.0, 0.1, -11

Carrying on.
The line under a structure holds: CSN inh, DNMT1 inh, STEP block, PABP1 MLLE inh, SUMO1-SIM PPI, NadD inh, Rpn11 block, LMPTP inh, Tb MetRS inh, Scp-1 inhibitor
CCN(CC)c1ccc(/C=N/NC(=O)c2c(Cl)cnn2C)c(O)c1
 : -1, -4, -4, 9, -2, 3, i, 0.2, 0.6, -11
C=CCc1cc2c(oc(=O)c3ccccc32)c(C)c1O
 : 2, 1, -2, 3, -2, 2, i, 2.9, -0.8, -6
Cc1ccc(NC(=O)NCCN2CCCCC2)cc1
 : 1, -3, -2, -9, 0, 5, i, -1.4, 0.3, 3
CCCNC(=O)CN(C)S(=O)(=O)c1c(C)cc(C)cc1C
 : 6, 6, -2, 0, 4, -2, i, 0.2, -0.8, -4
Cc1ccsc1/C=N/NC(=O)c1c[nH]c2ccccc12
 : -2, -1, 0, -2, -8, -1, i, 0.7, 1.0, 69*
CCOC(=O)C1=CCC2C(=O)N(C)C(=O)C12 (stereo not drawn)
 : 2, -5, 0, 6, -1, -6, i, -0.8, -0.4, x
CCCNC(=O)CN(C)CC(=O)Nc1ccccc1C#N
 : 6, -2, -3, 5, 1, -4, i, -0.4, 1.2, -9
Cc1cccc(C(=O)NCC(=O)OCC(=O)N2CC3(C)CC2CC(C)(C)C3)c1 (stereo not drawn)
 : 6, -1, -4, -2, 3, -7, i, -0.9, 0.2, 0
CC(C)(C)c1cc[n+](-c2[nH]c(=O)sc2/C=N/NC([S-])=Nc2ccccc2)cc1
 : -59, -4, 3, 150, -33, 9, i, -0.2, 0.1, -1
COc1ccc(OC)c(C2CC(c3c(-c4ccccc4)c4cc(Cl)ccc4[nH]c3=O)=NN2S(C)(=O)=O)c1 (stereo not drawn)
 : 1, 8, 1, -3, -1, 10, i, 2.8, -0.6, -7
COc1ccc(CN2CC(C(=O)NCCN3CCN(c4ccccc4F)CC3)CC2=O)cc1 (stereo not drawn)
 : -7, 1, 0, 7, -3, 3, i, -2.4, -0.3, -2
CC(Sc1nnc(-c2ccc(Cl)cc2)n1N)C(=O)NCC1CCCO1 (stereo not drawn)
 : 0, -1, 2, -7, 2, 0, i, -1.9, -0.1, -2
